CHRM1 PAM: human M1 muscarinic receptor positive allosteric modulators, primary screen, CHO-K1 cells, Fluo-8 calcium fluorescence, 1536-well; Muscarinic acetylcholine receptor M1 (Homo sapiens), P11229; CHO-K1 hM1, ACh EC20; 0% = ACh EC20, 100% = maximal ACh; activation, % at 3 µM; 360,000 tested, 0.088% active; AID 588819, 2011; in the data active means activation above about 19%, passing the limit was not always enough
Target sequence (P11229 whole entry, looked up): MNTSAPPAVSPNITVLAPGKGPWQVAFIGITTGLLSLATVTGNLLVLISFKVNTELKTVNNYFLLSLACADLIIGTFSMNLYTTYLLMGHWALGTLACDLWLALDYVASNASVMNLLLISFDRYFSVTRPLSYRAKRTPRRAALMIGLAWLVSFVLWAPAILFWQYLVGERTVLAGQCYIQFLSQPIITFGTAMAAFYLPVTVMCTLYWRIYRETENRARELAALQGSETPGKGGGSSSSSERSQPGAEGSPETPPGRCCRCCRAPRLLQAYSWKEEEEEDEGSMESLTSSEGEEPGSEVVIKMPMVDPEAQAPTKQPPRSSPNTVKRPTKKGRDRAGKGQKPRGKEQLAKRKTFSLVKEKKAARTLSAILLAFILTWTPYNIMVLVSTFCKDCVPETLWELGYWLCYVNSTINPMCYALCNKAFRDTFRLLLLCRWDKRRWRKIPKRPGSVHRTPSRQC
M5 ag: human M5 muscarinic receptor agonists, primary screen, CHO-K1 cells, Fluo-8 calcium fluorescence. Muscarinic acetylcholine receptor M5 (Homo sapiens), P08912. CHO-K1 hM5 cells; 0% DMSO wells, 100% maximal acetylcholine response. activation, % at 3 µM. 360,000 tested, 0.19% active;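 active means activation above the run's mean over test compounds plus 3 SD, cut at about 23% in these data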;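 further: signal is peak over basal fluorescence ratio across the kinetic read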
Target sequence (P08912 whole entry, looked up): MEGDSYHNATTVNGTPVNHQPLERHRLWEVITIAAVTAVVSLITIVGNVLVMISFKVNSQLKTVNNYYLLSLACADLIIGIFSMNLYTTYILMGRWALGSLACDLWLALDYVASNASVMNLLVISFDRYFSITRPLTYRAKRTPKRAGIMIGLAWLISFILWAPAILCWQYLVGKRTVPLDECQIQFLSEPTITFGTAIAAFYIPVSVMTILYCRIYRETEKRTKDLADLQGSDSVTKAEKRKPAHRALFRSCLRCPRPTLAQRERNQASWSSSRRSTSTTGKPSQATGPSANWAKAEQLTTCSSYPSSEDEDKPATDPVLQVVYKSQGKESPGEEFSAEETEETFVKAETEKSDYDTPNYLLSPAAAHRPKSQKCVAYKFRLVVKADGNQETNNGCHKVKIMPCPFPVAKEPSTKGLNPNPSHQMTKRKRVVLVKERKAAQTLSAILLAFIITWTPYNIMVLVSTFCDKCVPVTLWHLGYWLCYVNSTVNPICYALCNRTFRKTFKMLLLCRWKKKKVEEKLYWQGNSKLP
CHRM1 agonist: human M1 muscarinic receptor agonists, primary screen, Fluo-8 calcium fluorescence, CHO-K1 cells, HTS; Muscarinic acetylcholine receptor M1 (Homo sapiens), P11229; CHO-K1 hM1, agonist mode; 0% DMSO, 100% acetylcholine EC100; activation, % at 3 µM; 360,000 tested, 0.33% active; AID 588814, 2011;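 active means activation above the run's mean compound activation plus 3 SD, cut at about 16% in these data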;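 further: peak over basal fluorescence ratio within a 140 s kinetic read after compound addition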
CHRM4 antagonist: human M4 muscarinic receptor antagonists, primary screen, CHO cells, Fluo-8 calcium fluorescence. Muscarinic acetylcholine receptor M4 (Homo sapiens), P08173. CHO-hM4 cells, ACh EC80. inhibition, % at 3 µM. 360,000 tested, 0.73% active. AID 624125, 2012;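 active means inhibition above its plate's cutoff, the mean inhibition of sample wells plus 3 SD, cut at about 27% in these data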;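 further: 0% = acetylcholine EC80 with DMSO and 100% = DMSO without agonist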
M1 antag: human M1 muscarinic receptor antagonists, primary screen, CHO-K1 cells, Fluo-8 calcium fluorescence, 1536-well; CHO-K1 hM1, ACh EC80 antagonist; Muscarinic acetylcholine receptor M1 (Homo sapiens), P11229; 360,000 tested, 1.3% active; inhibition, % at 3 µM;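 active means percent inhibition above its own plate's cutoff, namely the mean of that plate's compound wells plus 3 SD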;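 further: peak over basal fluorescence ratio during 140 s after agonist addition; 0% = ACh EC80 plus DMSO and 100% = DMSO alone without agonist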
M5 PAM: human M5 muscarinic receptor positive allosteric modulators, primary screen, CHO-K1 cells, Fluo-8 calcium fluorescence; Muscarinic acetylcholine receptor M5 (Homo sapiens), P08912; CHO-K1 hM5, ACh EC20 PAM; 0% = ACh EC20, 100% = ACh EC100; activation, % at 3 µM; 360,000 tested, 0.3% active; AID 624038, 2012;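 active means activation above the run cutoff, the mean activation of all test compounds plus 3 SD, cut at about 18% in these data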
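Assay system: CHO-K1 hM5 cells. Also added: acetylcholine at EC20 concentration, added after compound. Dosing: 3 µM, single dose. Times: compound preincubation 140 s before EC20 acetylcholine addition. Signal: Fluo-8 calcium fluorescence. Measure: % activation relative to EC20 and EC100 ACh responses. Repeats: singlicate, one well per test compound.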
TAAR1 ag: human TAAR1 agonists, primary screen, Fluo-8 calcium fluorescence, CHO RD-HGA16 cells | Trace amine-associated receptor 1 (Homo sapiens), Q96RJ0 | vehicle wells 0%, saturating PEA agonist 100% | activation, % at 3 µM | 360,000 tested, 0.99% active | AID 624467, 2012;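 active means activation above the mean activation of all test compounds in the run plus 3 SD, cut at about 38% in these data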
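Test system: RD-HGA16 (CHO) cells co-expressing Gα16 and hTAAR1; dosing: one-point dosing at 3 µM (nominal); timing: 17-24 h seeding, 75 min 37 °C dye, 30 min RT; signal: kinetic Fluo-8 calcium fluorescence; read-out basis: % activation relative to PEA EC100 response; controls: DMSO and PEA EC100; replicates: n 1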
CHRM5 antagonist: human M5 muscarinic receptor antagonists, primary screen, CHO cells, Fluo-8 calcium fluorescence; CHO-hM5 cells, ACh EC80; inhibition, % at 3 µM; 360,000 tested, 0.59% active; AID 624040, 2012;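 active means inhibition above a per-plate cutoff, the mean of that plate's test compounds plus 3 SD, cut at about 27% in these data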;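 further: 0% = acetylcholine EC80 with DMSO and 100% = DMSO without agonist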
M4 ag: human M4 muscarinic receptor agonists, primary screen, CHO-K1 cells, Fluo-8 calcium fluorescence; Muscarinic acetylcholine receptor M4 (Homo sapiens), P08173; CHO-K1 hM4/Gqi5; vehicle 0%, full acetylcholine response 100%; activation, % at 3 µM; 360,000 tested, 0.14% active; AID 624127, 2012;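 active means activation above the run mean over all test wells plus 3 SD, cut at about 32% in these data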;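 further: peak over basal fluorescence ratio per well then scaled between controls; 0% = DMSO wells and 100% = acetylcholine at EC100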
* marks the source's active call; other numbers are inactive results; · = no result given; & = joins results of further samples.

| SMILES | CHRM1 PAM | M5 ag | CHRM1 agonist | CHRM4 antagonist | M1 antag | M5 PAM | TAAR1 ag | CHRM5 antagonist | M4 ag |
| --- | --- | --- | --- | --- | --- | --- | --- | --- | --- |
| O=C(COC(=O)Cc1ccc(Br)cc1)NC1CCCCC1 | 1 | 0 | -1 | -1 | 2 | 0 | -2 | 10 | 0 |
| COc1ccc(C(=O)c2c3ccccc3[n+]([O-])n2CCCN)cc1 | 1&-11 | 0&-3 | -3&-6 | 5&13 | -4&17 | 2&-4 | 0&1 | -3&20 | -1&0 |
| C=CCOc1ccc(/C=C2\SC(=S)N(N3CCOCC3)C2=O)cc1 | 3 | 4 | 2 | 2 | -9 | 6 | 2 | -8 | 0 |
| Cn1cc(CN2CCN(c3ncccn3)CC2)c(-c2cccc(Cl)c2)n1 | 3 | -2 | -5 | -5 | 2 | 10 | 0 | -7 | 6 |
| CC(NC(=O)Oc1cccc2ccccc12)c1ccccc1 (stereo unspecified) | 10 | 1 | -1 | -13 | -20 | 3 | 5 | -3 | 3 |
| COc1ccc(OCc2nnc(SCC(=O)Nc3cccc(C(C)=O)c3)o2)cc1 | 8 | 4 | 2 | -7 | -5 | -7 | 5 | -2 | 11 |
| Cc1nn2c(c1-c1ccccc1)NC1=C(C(=O)CCC1)C2c1ccccc1 (stereo unspecified) | 6 | 1 | -4 | -5 | -13 | 0 | 5 | 2 | 0 |
| Clc1ccccc1C(c1nnnn1Cc1ccco1)N1CCN(Cc2ccco2)CC1 (stereo unspecified) | 5 | -13 | -5 | -8 | -7 | 1 | 3 | 1 | 1 |
| COC(=O)c1c(NC(=O)CSc2nnnn2-c2ccccc2)sc2c1CCC(C)C2 (stereo unspecified) | -3 | 1 | -1 | 4 | -3 | 1 | 8 | -6 | 0 |
| Cc1ccccc1N=C1SCCN1C(=O)CN1C(=O)NC2(CCCC2)C1=O | 2 | -4 | 0 | -2 | -6 | 13 | 12 | 1 | 3 |
| O=C1C=C(N(CCO)CCO)C2(CCCCC2)O1 | 9 | -2 | -4 | 5 | -6 | -2 | -1 | 1 | 0 |
| CCOC(=O)N1CCC(NC2CCCCCCC2)CC1 | -27 | -8 | -7 | 47* | 74* | -4 | 5 | 5 | 1 |
| Cc1cccc(NC(=O)NNC(=O)c2ccc(C)c([N+](=O)[O-])c2)c1 | 6 | 2 | -6 | 2 | -8 | 0 | 4 | -5 | 0 |
| COc1ccc(C(C)=O)cc1CSCCC#N | -14 | -9 | -5 | 5 | 23 | -1 | 4 | 2 | 0 |
| COc1ccccc1NS(=O)(=O)c1ccc(N2CCOCC2)c(NC(=O)c2ccco2)c1 | 9 | 4 | -1 | -8 | 2 | -6 | 4 | 6 | 9 |
| COc1ccc(C2=NN(S(C)(=O)=O)C(c3cccs3)C2)cc1 (stereo unspecified) | 6 | 5 | -4 | -6 | -4 | 11 | 1 | 0 | 3 |
| Cc1ccc(-n2c(SCC(=O)N3c4ccccc4Sc4ccccc43)nnc2-c2ccncc2)cc1 | 10 | -2 | -8 | -6 | -6 | 7 | 0 | 2 | 1 |
| O=C(CNS(=O)(=O)N1CCOCC1)N/N=C/c1cccnc1 | 5 | -1 | -1 | -6 | -1 | 1 | 6 | -8 | 1 |
| COc1ccc(-c2nc(CSCC(=O)NCc3ccc4c(c3)OCO4)c(C)o2)cc1OC | 7 | -1 | -7 | -10 | -8 | -2 | -2 | -1 | 4 |
| CCN(CC)S(=O)(=O)c1ccc(N2CCOCC2)c(NC(=O)CCOc2ccccc2)c1 | 1 | -1 | -2 | 4 | 0 | -1 | 2 | 4 | 1 |
| C=C(C)Cn1c(CCNC(=O)c2ccco2)nc2ccccc21 | 6 | -2 | -4 | 5 | -6 | -6 | 3 | 18 | 2 |
| COc1cccc(NC(=O)c2cc([N+](=O)[O-])ccc2NCc2cccnc2)c1 | 5 | -2 | -6 | -6 | -9 | -1 | 1 | -5 | 2 |
| O=S(=O)(NCCc1ccncc1)c1ccccc1 | 4 | -2 | -8 | -7 | -5 | 8 | 2 | -8 | 0 |
| CCOc1ccc(NC(=O)CN(C)C(=O)c2cc(-c3ccco3)nc3ccccc23)cc1OCC | -10 | 3 | -2 | 3 | 21 | -28 | 10 | 21 | 19 |
| CCOC(=O)c1sc(SCc2ccccc2)c2c1CC(C)(C)CC2=O | 1 | 2 | -3 | -5 | -3 | -1 | 8 | 8 | -1 |
| OCCC1CN(Cc2ccc(F)cc2)CCN1CCCc1ccccc1 (stereo unspecified) | -9 | -17 | -8 | -3 | 4 | 3 | 2 | 7 | 1 |
| Cc1ccccc1Nc1nc(N)nc(COC(=O)/C=C/c2ccco2)n1 | 7 | 0 | -3 | -2 | -4 | 1 | 0 | 0 | 1 |
| CCCn1nc2cc(C(=O)NCc3ccc(OC(F)(F)F)cc3)ccc2c1OCC | -6 | -7 | -11 | -1 | 7 | 0 | 7 | 8 | 4 |
| CC(C)c1ccc(S(=O)(=O)N(C)C2(C)CCS(=O)(=O)C2)cc1 (stereo unspecified) | 6 | 1 | -2 | -13 | -6 | -11 | 0 | 7 | 1 |
| CCN1CCCC1CNC(=O)Cn1cc(C)c(=O)[nH]c1=O (stereo unspecified) | 14 | -1 | 1 | 14 | -10 | 2 | 5 | -5 | 0 |
| Cc1ccc(C)c(NC(=O)Cn2nc(C)c3ccccc3c2=O)c1 | 9 | -3 | -3 | 1 | 0 | 0 | 1 | -2 | 0 |
| COCC1=C(C(=O)OC)C(c2ccco2)n2ncnc2N1 (stereo unspecified) | 1 | -1 | -2 | 1 | -1 | 1 | 2 | 7 | 0 |
| Cc1c(C(=O)c2no[n+]([O-])c2C(=O)c2cnn(C)c2C)cnn1C | -9 | -8 | -4 | 7 | 9 | -2 | 3 | 0 | 0 |
| COc1ccc(S(=O)(=O)N2CCN(C(=O)C3CCCO3)CC2)cc1 (stereo unspecified) | 5 | -3 | -3 | 4 | -8 | 3 | 1 | 3 | 1 |
| Cc1ccc(C)c(OCCC(=O)N2CCN(S(=O)(=O)c3cc(C)ccc3C)CC2)c1 | 6 | -1 | -3 | -4 | -11 | 0 | 0 | 9 | 0 |
| Cc1nc(-c2ccc(S(=O)(=O)Oc3ccc(Cl)cc3Cl)s2)cs1 | -6 | -1 | -4 | -3 | 17 | 1 | 2 | -3 | 6 |
| CCN(CC)S(=O)(=O)c1ccc(N2CCOCC2)c(NC(=O)COc2ccccc2C)c1 | 7 | -2 | -7 | -5 | -3 | 3 | 5 | 3 | 1 |
| Cc1ccc(S(=O)(=O)N2CC[C@@H]2C(=O)O)cc1 | 15 | 0 | -1 | -3 | -15 | 0 | -1 | 3 | 1 |
| Cc1cccc(NC(=O)CSCC(=O)Nc2cc(C(F)(F)F)ccc2N2CCOCC2)c1 | 3 | 0 | -4 | 3 | -4 | -5 | -1 | 2 | 11 |
| Cc1ccccc1NC(=O)CSCc1cc(=O)n2ccsc2n1 | 6 | -6 | -3 | 7 | -3 | -2 | 1 | 14 | 1 |
| O=C(CCSc1ccc(Cl)cc1)NN=C1CCCCCC1 | 13 | -2 | -6 | 3 | 1 | 8 | 7 | 2 | 0 |
| CCCCCCC1CCC(c2nc(-c3ccncc3)no2)CC1 (stereo unspecified) | 11 | -3 | -3 | -3 | -5 | 5 | 8 | -2 | 0 |
| CCOC(=O)C1(CCOc2ccccc2)CCN(CCCn2cccn2)CC1 | 2 | -17 | -8 | -3 | 1 | -10 | 1 | 12 | 2 |
| O=C1CCCC2=C1C(c1cn(-c3ccccc3)nc1-c1cccs1)c1c([nH]c(=O)[nH]c1=O)N2 (stereo unspecified) | 0 | -1 | -5 | -11 | -4 | 7 | 5 | -5 | 0 |
| CCCCCc1nc(-c2nonc2N)no1 | 2 | -3 | -2 | 0 | -7 | -1 | -1 | 2 | -1 |
| COC(=O)N/C(C)=C1/NC(=O)c2ccccc2C(c2ccccc2)N1 (stereo unspecified) | 7 | 1 | -2 | 14 | -4 | 5 | -2 | -6 | 0 |
| CCOC(=O)C1(C)CCN1C(=O)c1ccccc1Br (stereo unspecified) | 7 | 1 | -3 | -16 | -10 | -3 | 4 | 9 | 0 |
| Cc1ccc([N+](=O)[O-])cc1NC(=O)c1ccoc1C | -3 | -4 | -7 | 2 | 10 | 0 | 2 | -5 | 1 |
| CCCn1c(N/N=C\C=C\c2ccccc2)nc2c1c(=O)[nH]c(=O)n2C | 6 | 0 | -5 | 5 | -2 | 1 | 6 | 8 | 3 |
| O=C(O)c1nn(CCOc2c(Cl)cccc2Cl)c(=O)c2ccccc12 | -1 | -3 | 2 | -25 | -2 | 2 | 3 | 0 | 3 |
| CCCCn1c(N)c(N(CCC(C)C)C(=O)COC(=O)c2ccccc2)c(=O)[nH]c1=O | -1 | 1 | -4 | 0 | 0 | -3 | 1 | 15 | 0 |
| COc1ccc(NC(=O)COc2ccc(C(=O)NC3CCCc4ccccc43)cc2OC)cc1 (stereo unspecified) | 9 | -2 | -5 | -1 | -8 | 0 | 4 | -5 | 1 |
| CCCc1cc(NCCCN(C)C)n2c(nc3ccccc32)c1C#N | 7 | -5 | -7 | -2 | -3 | 4 | -2 | 5 | 1 |
| O=C(NCCc1ccc(O)c(Br)c1)c1ccc(Br)o1 | · | 1 | · | -13 | · | -2 | 19 | 11 | 2 |
| COc1ccccc1N1CCN(C(=O)c2ccc(N3CCCCS3(=O)=O)cc2)CC1 | -3 | 0 | -1 | -2 | 10 | 0 | 4 | -5 | 6 |

A draw from above in order of molecular weight, smallest number first:
| SMILES | CHRM1 PAM | M5 ag | CHRM1 agonist | CHRM4 antagonist | M1 antag | M5 PAM | TAAR1 ag | CHRM5 antagonist | M4 ag |
| --- | --- | --- | --- | --- | --- | --- | --- | --- | --- |
| CCOC(=O)C1(C)CCN1C(=O)c1ccccc1Br (stereo unspecified) | 7 | 1 | -3 | -16 | -10 | -3 | 4 | 9 | 0 |
| CCCc1cc(NCCCN(C)C)n2c(nc3ccccc32)c1C#N | 7 | -5 | -7 | -2 | -3 | 4 | -2 | 5 | 1 |
| O=C(NCCc1ccc(O)c(Br)c1)c1ccc(Br)o1 | · | 1 | · | -13 | · | -2 | 19 | 11 | 2 |
| COc1ccccc1N1CCN(C(=O)c2ccc(N3CCCCS3(=O)=O)cc2)CC1 | -3 | 0 | -1 | -2 | 10 | 0 | 4 | -5 | 6 |

High-throughput results from PubChem BioAssay.

An excerpt. The share of hits here may be higher or lower than overall.
